High-throughput results: PubChem, National Center for Advancing Translational Sciences (NCATS)
S3 lipid droplet: qHTS Assay for Lipid Storage Modulators in Drosophila S3 Cells; actives 0.64% (n = 320,000); Drosophila S3 cells, BODIPY lipid droplet fluorescence, 18-24 h; cells fed with added oleic acid; lipid storage change, negative = inhibition, % at the top dose, mostly 46.1 µM; hits show Potency in µM; active means well fitted inhibition curve with a large enough effect in the signal ratio, with a control signal flat, not every such curve was filed as active; inconclusive means small, poorly fitted or top-dose-only effect, or effect the other way, or a change in a side signal; the % refers to the signal ratio
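Drosophila S3 cells loaded with oleic acid (400 uM, as added) and compounds at several concentrations; lipid droplets imaged by 488-nm laser-scanning cytometry, 500–530 nm intensity and object ratio to cell channel. Percent activity normalized to 20 uM Triacsin C.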
S3 lipid droplet cell count max: further read-out of S3 lipid droplet, marked with its call; cell number change, %; measured here: cell count max response;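 cells counted by Cell Tracker Red CMTPX staining in the red channel; peak over a dose series mostly up to 46.1 µM; percent activity relative to internal control wells on each plate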
An asterisk follows results filed as active; i = inactive; ? = inconclusive; . = not tested or not shown. On the % scale 0 is the no-effect control and ±100 the full control effect; potency means the concentration at half of the fitted maximal effect. These rows are one share of the data; count on the stated rates, not on these rows.

Every second line gives: S3 lipid droplet | S3 lipid droplet cell count max
- COc1ccccc1N1C(=O)CC(Sc2ncccc2C(=O)O)C1=O (centres undefined)
→ -1.9% | 10.2
- CC(C)OC(=O)CSc1nc(N)c(C#N)c(-c2cccs2)c1C#N
→ ? | .
- O=C(NNS(=O)(=O)c1cccc(Cl)c1Cl)c1cccc(S(=O)(=O)N2CCOCC2)c1
→ -0.4% | 1.4
- CCC(C)(C)NC(=O)C(c1ccc(OC)cc1)N(Cc1ccco1)C(=O)CCC(=O)Nc1cc(C)on1 (centres undefined)
→ ? | .
- CCCCn1c(N)c(N(CC(C)C)C(=O)C2CCN(S(=O)(=O)c3ccc(C)cc3)CC2)c(=O)[nH]c1=O
→ -11.0% | .
- O=C(CCNC(=O)c1ccccc1Cl)NCc1cccnc1
→ 10.6% | 6.5
- C=CCn1c(Cc2ccccc2)n[nH]c1=S
→ ? | .
- CCNC(=S)NCc1ccco1
→ ? | .
- O=C(Nc1ccc2nc3ccccc3nc2c1)c1ccc(Br)cc1
→ -10.7% | .
- CC(=O)N1CCc2cc(S(=O)(=O)CCC(=O)Nc3ccccc3F)ccc21
→ 5.8% | 14.9
- Cc1cccc(N2CCN(C(=O)NCc3ccc(F)cc3)CC2)c1C
→ ? | .
- NC(=O)c1ncn([C@@H]2O[C@H](CO)[C@@H](O)[C@H]2O)c1O
→ -14.5% | -3.8
- O=C(CN(C1CC1)S(=O)(=O)c1ccc(S(=O)(=O)NC2CCCCC2)cc1)Nc1ccccc1
→ ? | .
- CCC1CCCCN1CCCNC(=O)c1ccc2c(c1)N(Cc1c(F)cccc1Cl)C(=O)CS2 (centres undefined)
→ ? | .
- Cc1cc(Cl)ccc1OC(C)C(=O)Nc1ccc([N+](=O)[O-])cn1 (centres undefined)
→ ? | .
- COc1ccc(NC(=O)CCN2CCCCC2)cc1
→ 18.4µM* | -13.9*
- O=C(NCSc1ccnc(SCNC(=O)c2ccc(F)cc2)n1)c1ccc(F)cc1
→ i | .
- COc1ccccc1N1C(=O)S/C(=C\c2cc(C)n(C)c2C)C1=O
→ 0.3% | -0.8
- COC(=O)c1c(C)oc(C)c1S(=O)(=O)N1CCCC1
→ 1.6% | -10.0
- N#C/C(=C\c1ccccc1)C(=O)NCc1ccc(F)cc1
→ ? | .
- COc1cc(NC(=O)Nc2cccc(C(C)=O)c2)cc(OC)c1OC
→ i | .
- CNC(=O)COC(=O)c1nc(-n2nc(C)cc2C)ccc1Cl
→ 1.4% | -11.8
- CC(=O)N1CC2(c3ccccc3)CN(C(C)=O)CC(c3ccccc3)(C1)C2=O
→ -0.9% | 5.1
- COc1ccc(OC)c(N(CC(=O)NCc2cccnc2)S(C)(=O)=O)c1
→ ? | .
- COc1ccc(C(CNC(=O)c2sccc2C)N2CCOCC2)cc1 (centres undefined)
→ ? | .
- COC(=O)c1c(S(=O)(=O)NCc2ccccc2)sc(C(=O)O)c1C
→ ? | .
- Cc1ccc(C(C(=O)NCc2ccccc2)N(C(=O)c2ccccn2)c2ccccc2)o1 (centres undefined)
→ ? | .
- Cc1c(CC(=O)O)c(=O)oc2c(C)c(OCc3ccccc3)ccc12
→ ? | .
- CC(C)=NNC(=O)CN1C(=O)NC2NC(=O)NC21 (centres undefined)
→ 1.5% | 2.0
- Cc1ccc(C(=O)NC(=S)Nc2ccc(CN3CCCCC3)cc2)c(C)c1
→ ? | .

Entries shown so far with a cyano group (two):
Every second line gives: S3 lipid droplet | S3 lipid droplet cell count max
- CC(C)OC(=O)CSc1nc(N)c(C#N)c(-c2cccs2)c1C#N
→ ? | .
- N#C/C(=C\c1ccccc1)C(=O)NCc1ccc(F)cc1
→ ? | .

Further structures:
Every second line gives: S3 lipid droplet | S3 lipid droplet cell count max
- Cc1cc(C(F)(F)F)n2nc(C)c(-c3ccc(Cl)cc3)c2n1
→ ? | .
- O=C(O)c1cccc(N/N=C/c2ccc(F)c(F)c2)c1
→ ? | .
- Cc1ccc(CN2CCC(N3CCC(C(=O)NCC4CCCO4)CC3)CC2)o1 (centres undefined)
→ ? | .
- COc1ccc(C2N=C(N)N=C(N)N2c2ccc(C)cc2)cc1 (centres undefined)
→ ? | .
- CCOC(=O)CCSCC(=O)Nc1cc(C)on1
→ ? | .
- O=C(CCc1[nH]c2ccccc2c1Sc1ccccc1)NCCO
→ ? | .
- CCC(Sc1nc2ccccc2s1)C(=O)Nc1nnc(C)s1 (centres undefined)
→ ? | .
- CCOC(=O)c1c(N2C(=O)C=CC2=O)sc(C)c1C
→ ? | .
- COc1cccc(Oc2ncnc(N)c2[N+](=O)[O-])c1
→ -0.3% | 0.1
- COC(=O)/C=c1/sc2nc3ccccc3n2c1=O
→ 2.5% | -12.6
- Cc1ccc(OCC(=O)N2CCc3ccccc3C2)c(C)c1
→ i | 0.3
- COc1ccccc1CC(NC(C)=O)C(=O)NC1CCN(C(=O)c2ccc([N+](=O)[O-])cc2)CC1 (centres undefined)
→ -1.7% | 7.5
- O=C(CCc1ccccc1)N1CCN(c2ccc(F)cc2)CC1
→ 13.4% | 18.5
- Cn1c(SCC(=O)N2CCOCC2)nnc1-c1ccc(Cl)cc1Cl
→ ? | .
- CCC1OC23CCCCC2C(C#N)(C(=N)O3)C1(C#N)C#N (centres undefined)
→ 0.2% | -9.5
- COc1ccc(/C=N/NC(=O)c2cccc(Br)c2)cc1Cn1cc(Cl)cn1
→ 9.1% | 13.9
- O=C(NCCCN1CCOCC1)c1cccc(S(=O)(=O)NCc2ccccc2)c1
→ ? | .
- N/N=C(\c1ccccc1)c1cc(Cl)ccc1N
→ -16.0% | 4.2
- Cc1ccc(OCc2nc(-c3ccccc3)no2)c(C)c1
→ 16.5% | -0.4
- COc1ccc(Nc2oc(COc3ccccc3F)nc2C#N)cc1
→ ? | .
- Cc1cc(C)c(C)c(OCCn2ccnc2)c1
→ ? | .
- N#Cc1c(-c2cccs2)nc(SCc2ccc(Cl)cc2)[nH]c1=O
→ ? | .
- CC1CCN(c2ccc3nnc(CCC(=O)Nc4cc(F)ccc4F)n3n2)CC1
→ ? | .
- N=c1sccn1CC(=O)Nc1cc(Cl)ccc1Oc1ccccc1
→ i | .
- Cc1cc(C)n2nc(SCC3COc4ccccc4O3)nc2n1 (centres undefined)
→ -2.1% | -12.6
- O=C(c1cc(-c2ccc(Br)cc2)on1)N1CCc2ccccc2C1
→ i | 0.5
- CCCCc1c(O)nc(SCC(=O)N2CCCCC2)[nH]c1=O
→ 6.3% | 13.5
- CCOC(=O)c1[nH]c2ccc(C(=O)OC)cc2c1C(=O)OCC
→ i | -5.5
- Cc1sc(NC(=O)C2CCCO2)c(C(N)=O)c1C (centres undefined)
→ 4.1% | -13.0
- CCCCN(C(=O)CSc1c(C)c(C)cc(C)c1C)c1c(N)n(CCC)c(=O)[nH]c1=O
→ 20.0% | -1.1
- O=C(NCc1ccc2c(c1)OCO2)C1CCC(CNS(=O)(=O)c2ccccc2)CC1 (centres undefined)
→ 8.0% | 3.1
- Cc1ccc(C)c(C(=O)COC(=O)CCCC(=O)Nc2cc(C(F)(F)F)ccc2Cl)c1
→ -3.9% | -22.7
- CCOC(=O)CC(NC(=O)c1ccco1)c1ccc(OC)cc1 (centres undefined)
→ ? | .
- COc1cc(/C=C/C(=O)OCC(=O)Nc2ccc(Cl)cn2)ccc1O
→ ? | .
- CCN(CC(=O)Nc1cc(Cl)ccc1C)C(=O)c1nc2nc(C)cc(C)n2n1
→ ? | .
- COc1cccc(OC)c1C(=O)NC(=O)NNc1cc(C(F)(F)F)cc(C)n1
→ ? | .
- CC(C)(C)c1ccc(-c2nc3[nH]c(=O)cc(NC(=O)c4ccco4)n3n2)cc1
→ i | 1.4
- O=C1c2cccnc2C(=O)N1CNc1ccc(Cl)cc1
→ ? | .
- Cn1c(N)c(C(=O)CSc2nc(N)cc(N)n2)c(=O)n(C)c1=O
→ 2.8% | .
- CN(Cc1ccccc1F)C(=O)c1ccc2c(=O)n3c(nc2c1)CCC3
→ ? | .
- COCCN1C(=O)C(O)=C(C(=O)c2ccco2)C1c1cccc(Oc2ccccc2)c1 (centres undefined)
→ 3.2% | 11.9
- O=C(NC1CCCCCC1)c1ccc([N+](=O)[O-])s1
→ ? | .
- O=C(COC(=O)c1sc2ccccc2c1Cl)Nc1ncc(Cl)cc1Cl
→ ? | .
- N#Cc1cccc(Cn2cc(C(F)(F)F)ccc2=O)c1
→ 2.8% | -2.8
- COc1ccc(S(=O)(=O)N(CCC#N)Cc2ccco2)cc1OC
→ 4.1% | 18.5
- COc1ccc(S(=O)(=O)NC(C)C(=O)NCc2ccncc2)cc1Cl (centres undefined)
→ ? | .
- O=C(CSc1nnc(Cc2ccccc2)o1)NCc1ccc2c(c1)OCO2
→ 24.1% | .
- Cc1ccc(Nc2nnc(SC3CCOC3=O)s2)c(C)c1 (centres undefined)
→ -7.8% | 9.7
- CC(C)CCNc1cc(=O)n(C)c(=O)n1C
→ -1.9% | -12.0
- NCC12CC3CC(C1)CC(c1ccc(Br)cc1)(C3)C2
→ ? | .
- CCOc1cccc(N(C(=O)CCC(=O)Nc2cc(C)on2)C(C(=O)NC(C)(C)C)c2ccc(OC)cc2)c1 (centres undefined)
→ ? | .
- COC(=O)c1cc(C(=O)OC)cc(N2C(=O)CN=C2Nc2nc(C)cc(C)n2)c1
→ i | -12.0
- CC(=O)NC(C(=O)N1CCC(c2nc3ccccc3s2)CC1)C(C)C (centres undefined)
→ 10.1% | 2.3
- COCCCNC(=O)c1ccc(N(C)S(=O)(=O)c2ccc(OC)cc2)cc1
→ i | .
- Nc1nc(SCC(=O)NCCc2ccccc2)[nH]c(=O)c1-c1ccccc1
→ ? | .
- CC(=O)c1nn(-c2ccccc2)cc1C(=O)c1ccc(Br)cc1
→ 20.0% | 16.0
- COc1ccc(S(=O)(=O)N2CCOC23CCN(C(=O)c2ccccc2Br)CC3)cc1
→ ? | .
- CC1(C)CN(c2ccc(N3CC(C)(C)C3=O)cc2)C1=O
→ ? | .
- CSc1nc2c(c(=O)[nH]1)C(c1ccncc1)C(C(=O)OC(C)C)=C(C)N2 (centres undefined)
→ ? | .
- O=C1CCN(S(=O)(=O)c2ccc(Cl)cc2)CCN1
→ -3.8% | 6.7

Single records, from the list above. Values in the order: S3 lipid droplet, S3 lipid droplet cell count max
`O=C(NC1CCCCCC1)c1ccc([N+](=O)[O-])s1` in the list: ?, .
`CC1(C)CN(c2ccc(N3CC(C)(C)C3=O)cc2)C1=O` in the list: ?, .

The listing continues:
mol | S3 lipid droplet | S3 lipid droplet cell count max
COC(=O)c1cn(CCOc2ccccc2F)c2ccccc12 | ? | .
O=C1CCC([N+](=O)[O-])C(c2cccc3ccccc23)N1 (centres undefined) | ? | .
Cn1cnnc1SCC(=O)NCc1cccc(C(F)(F)F)c1 | ? | .
C[C@@H](C(=O)NC1CCCC1)N1C(=O)N2CCc3c([nH]c4ccccc34)[C@@]2(C)C1=O | 1.2% | 5.1
COC(=O)COc1ccc(C2NC(=O)NC(c3ccccc3)=C2C(C)=O)cc1OC (centres undefined) | ? | .
CCNc1cc(Cl)nc(SC)n1 | 8.4% | 13.2
Cc1ccc(CNS(=O)(=O)c2c(C)n(C)c(=O)n(C)c2=O)cc1 | -0.1% | 7.9
CC(=O)c1cccc(NC(=O)CCOc2ccccc2)c1 | i | 10.4
Cc1cccc(OCC(=O)OCC(=O)c2c(N)n(C)c(=O)n(C)c2=O)c1C | ? | .
Cc1c(NC(=O)CSCc2ccc(Br)cc2)c(=O)n(-c2ccccc2)n1C | -13.4% | 18.6
CC(C)CC(NC(N)=O)C(=O)Nc1ccc(Cl)c(Cl)c1 (centres undefined) | ? | .
CC(=O)c1cnc2sccn2c1=O | ? | .

Reprinted from the part before: 4 compounds; new compounds follow.
mol | S3 lipid droplet | S3 lipid droplet cell count max
Cc1cccc(OCC(=O)OCC(=O)c2c(N)n(C)c(=O)n(C)c2=O)c1C | ? | .
Cc1c(NC(=O)CSCc2ccc(Br)cc2)c(=O)n(-c2ccccc2)n1C | -13.4% | 18.6
CC(C)CC(NC(N)=O)C(=O)Nc1ccc(Cl)c(Cl)c1 (centres undefined) | ? | .
CC(=O)c1cnc2sccn2c1=O | ? | .
O=C(c1ccc2c(c1)OCO2)N1CCC2(CC1)Oc1ccc(F)cc1C(=O)C21CC(c2ccc(Cl)cc2)=NO1 (centres undefined) | 18.5% | 13.3
COc1ccccc1NC(=O)C1=C(C)Nc2nnnn2C1c1cccc(C)c1 (centres undefined) | ? | .
CN(C)/C=N/c1sc2c(c1C(N)=O)CCCC2 | ? | .
CSc1ncccc1C(=O)OCc1ccc(C#N)cc1 | 6.7% | 1.5
O=C1C=C(Nc2ccccc2)CC(c2ccccc2)C1 (centres undefined) | ? | .
Cc1c(NC(=O)CSc2nc3ccccc3[nH]2)c(=O)n(-c2ccccc2)n1C | 7.2% | -2.6
Cc1cccc(NC(=O)Nc2ccccn2)c1C | ? | .
Cc1noc(C)c1COC(=O)CCc1nc2ccccc2c(=O)[nH]1 | ? | .
O=C(Nc1ccc(OCC(F)(F)C(F)F)cc1)c1ccncc1 | ? | .
CCOc1ccc2nc(NCCNC(=O)C3CC3)c(C)cc2c1 | ? | .
Cc1ccc(NS(=O)(=O)c2ccc3c(c2)n(C)c(=O)c(=O)n3C)c(C)c1 | i | 30.9
CCS(=O)(=O)Nc1ccc(C(=O)OC)cc1 | 8.7% | -25.6
Cc1ccc(-n2nc(C)c(C(=O)O)n2)c(C)c1 | 5.1% | -7.9
CC(C)c1ccc2[nH]c(O)c(N=NC(=O)c3cccc(S(=O)(=O)Nc4ccccc4Cl)c3)c2c1 | 15.9% | 17.4
NS(=O)(=O)c1ccc(-c2ccc(C=O)o2)cc1 | ? | .
Cn1c(=O)c2c(nc(-n3ccnc3)n2C)n(C)c1=O | ? | .
